Screening results as filed in PubChem BioAssay.
Giardia FBPA inh: qHTS Assay for Inhibitors of Fructose-1,6-bisphosphate Aldolase from Giardia Lamblia; Potency, µM (top dose mostly 59.6 µM), for inactives: top-dose activity, negative = inhibition, actives largely listed as inhibitors; A8B2U2; purified Giardia FBPA; 290,000 tested, 0.71% active; AID 2451, 2010; note: nearly all actives have a fitted effect of over 55% in size
Target sequence (A8B2U2 whole entry, looked up): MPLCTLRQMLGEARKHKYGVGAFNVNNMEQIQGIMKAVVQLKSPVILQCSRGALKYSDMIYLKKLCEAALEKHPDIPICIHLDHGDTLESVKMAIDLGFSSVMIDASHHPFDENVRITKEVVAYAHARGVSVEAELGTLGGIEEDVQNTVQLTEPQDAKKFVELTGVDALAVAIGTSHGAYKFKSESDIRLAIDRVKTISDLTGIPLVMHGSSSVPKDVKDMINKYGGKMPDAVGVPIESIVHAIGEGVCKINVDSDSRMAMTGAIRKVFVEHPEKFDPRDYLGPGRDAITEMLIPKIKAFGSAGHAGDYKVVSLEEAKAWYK
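40 nM FBPA preincubated 10 min at RT with compound (up to 57.5 uM final), then substrate plus GAPDH/TPI/NAD/arsenate coupling and diaphorase/resazurin added. Fluorescence read after 20 min at RT, 525/598 nm.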
HCV inhibitor: qHTS Assay for Inhibitors of Hepatitis C Virus (HCV); Huh7.5.1 HCVcc-Cre infection, luciferase reporter, 44 h; Potency, µM (highest dose often 41.8 µM), for the others: at the highest dose activity change, negative = inhibition, hits mostly inhibitors; 340,000 tested, 3.4% active; AID 651820, 2012
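Reporter virus HCVcc-Cre (~0.5 moi) infects cells exposed to compound; seeding density 1,000 cells/well with 4 h settling beforehand. Luminescence, 15 sec read, taken 44 h post-infection following a 15 min RT substrate incubation.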
* = called active by the depositor; ? = inconclusive; . = no result given; & = joins results of further samples; [ ] = dose if it differs, or a comment. Calls come from the whole dose curve; as a rule, active = well fitted curve in the direction sought with a large enough effect; inconclusive = small, poorly fitted or top-dose-only effect, or another doubt; inactive = no such curve, though single readings can be large; an effect the other way counts as inactive or inconclusive. % is set by controls: 0 for no effect and ±100 for the full control effect; potency is the fitted concentration of half-maximal effect.

Every second line gives: Giardia FBPA inh, HCV inhibitor
1	C[C@H]1CN([C@@H](C)CO)C(=O)c2cccc(NC(=O)Nc3ccc(C(F)(F)F)cc3)c2O[C@@H]1CN(C)S(=O)(=O)c1ccc(Cl)cc1
 : ., ?
2	CC[C@@H]1C/C=C\Cc2ccccc2[C@@H](C(=O)C[C@@H](O)CC(C)=O)OC1=O
 : ., 24.9%
3	CC(NC1=CC(=O)c2cccnc2C1=O)C(O)c1ccccc1 (centres undefined)
 : ., ?
4	CC(C)N(C(=O)[C@H]1C[C@H](CC(=O)NCC23CC4CC(CC(C4)C2)C3)C(=O)N2CCc3c([nH]c4cc(-c5ccco5)ccc34)[C@]12C)C(C)C
 : ., 4.5%
5	CC[C@]12c3[nH]c4ccccc4c3CCN1C(=O)C(CC(=O)NC(C)(C)C)C[C@@H]2C(=O)N1CCN(C(=O)C2CC2)CC1 (some centres undefined)
 : ., 22.1%
6	CCCN(C(=O)CSc1nnc(N)s1)c1c(N)n(Cc2ccccc2)c(=O)[nH]c1=O
 : ., -9.8%
7	O=C(O)c1ccc(-n2ncc3c2/C(=C\c2cccc([N+](=O)[O-])c2)CC3)cc1
 : ., 20.0%
8	COc1ccc(S(=O)(=O)NCc2cccnc2)cc1NC(=O)c1ccccc1C
 : ., 3.7%
9	CC(C)(C)NC(=O)C(c1ccc(-c2ccccc2)cc1)N(C[C@H]1CC[C@@H]([C@@H]2CC[C@H](CO)O2)O1)C(=O)c1cccc(Cl)c1 (some centres undefined)
 : ., -2.3%[8.37 µM]
10	COc1cc(Cl)c(CNC[C@H]2O[C@@H](n3cnc(C(N)=O)n3)[C@H](O)[C@@H]2O)c(Cl)c1O
 : ., 21.6%
11	C1=C(c2ccccc2)Nc2ncnn2C1c1ccccc1 (centres undefined)
 : ., -1.2%
12	O=C1NC[C@H](Cc2ccccc2)N(C[C@H]2CCCN2C[C@H](Cc2ccccc2)N2C[C@H](Cc3ccccc3)N(CC3CCCCCC3)C(=O)C2=O)C1=O
 : ., -78.5%
13	O=C(C[n+]1ccccc1)Nc1ccccc1
 : ., 6.0%
14	O=C(Nc1ccccc1)P(=O)(O)c1ccccc1
 : ., 8.9%
15	CN1CCN(c2ccc(S(=O)(=O)N3CCOCC3)cc2NC(=O)C2CCCCC2)CC1
 : ., -6.8%
16	CC1(C)CC(=O)C2=C(C1)Nc1ccccc1NC2c1ccc([N+](=O)[O-])cc1 (centres undefined)
 : ., 5.7%
17	CCN(CC)C(=O)[C@H]1C[C@H](CC(=O)NCCC2=CCCCC2)C(=O)N2CCc3c([nH]c4ccc(Cl)cc34)[C@]12C
 : ., 22.7%
18	C#CCOCCOCCOCCNc1nc(N2CCOCC2)nc(N2CCN(C(=O)[C@H](CCCCN)n3cc(CCC(=O)O)nn3)CC2)n1
 : ., 20.7%
19	Cc1noc(C)c1NC(=O)Nc1ccc2c(c1)CC(=O)N([C@H](C)CO)C[C@@H](C)[C@H](CN(C)CC1CCCCC1)O2
 : ., -0.2%
20	COc1ccc(C2=NN(C(=O)COC(=O)c3ccc(S(C)(=O)=O)c([N+](=O)[O-])c3)C(c3ccco3)C2)cc1 (centres undefined)
 : ., ?

(continued)
Every second line gives: Giardia FBPA inh, HCV inhibitor
21	CCOC(=O)C1=CNS(=O)(=O)NC1c1ccc(C(=O)OC)cc1 (centres undefined)
 : ., -12.4%[8.37 µM]
22	CCO[C@@H]1OC(C(N)=O)=C[C@H](C(C)(C)C)[C@H]1CCCO
 : ., 3.4%
23	O=C(Cc1cccc(NC(=O)C2CCCN(C(=O)C3CCCC3)C2)c1)Nc1cccc(C(=O)N2CCOCC2)c1 (centres undefined)
 : ., 5.7%
24	COc1ccc(/C=C/C(=O)OCC(=O)NC2CC2)c(OC)c1
 : ., -11.2%
25	COCc1c(C(=O)Nc2cccc(S(=O)(=O)N3CCCCC3)c2)oc2ccccc12
 : ., ?
26	COc1ccc(C(CNC(=O)c2cccc(S(=O)(=O)Nc3ccc(F)cc3)c2)N2CCCCC2)cc1 (centres undefined)
 : ., 5.01µM*
27	COc1ccc(C2/C=C\CN(C(=O)c3ccccc3)CC(=O)N2Cc2cccc(F)c2)cc1 (centres undefined)
 : ., ?
28	O=C(CNC(=O)c1nn(Cc2ccccc2)c(=O)c2ccccc12)Nc1ccc(F)c(F)c1F
 : ., -4.2%
29	CC(C)=CCC[C@](C)(O)C1CC[C@]2(C)C1[C@H](O)CC1[C@@]3(C)CC[C@H](O[C@@H]4O[C@H](CO)[C@@H](O)[C@H](O)[C@H]4O[C@@H]4O[C@H](CO)[C@@H](O)[C@H](O)[C@H]4O)C(C)(C)C3CC[C@]12C (some centres undefined)
 : ., 31.2%[activator]
30	O=S1c2ccccc2Oc2ccccc21
 : ., 3.4%
31	CCC(C)c1c(N)n(S(=O)(=O)c2ccc(C)cc2)oc1=O (centres undefined)
 : ., 7.2%
32	CCc1ccccc1NC(=O)c1ccc(OCc2c(C)noc2C)cc1
 : ., -1.0%
33	Cc1ccc(-n2c(SCC(=O)NCC3CCCO3)nc3ccccc3c2=O)cc1 (centres undefined)
 : ., 3.2%
34	CC(C)(C)OC(=O)N(CCc1ccccc1)Cc1ccc(OCc2cccc(NC(=O)C3CC3)c2)cc1
 : ., 12.6µM*
35	CC(C)[C@H](NC(=O)c1ccc(Cl)cc1Cl)C(=O)NNc1cccc(C(=O)O)c1
 : ., 10.1%
36	O=C(Nc1ccn(CCCNCc2ccc3[nH]ccc3c2)c(=O)n1)OCc1ccccc1
 : ., 5.4%
37	O=C(NC1CCCc2c1cnn2-c1cc(F)cc(F)c1)c1ccccn1 (centres undefined)
 : ., -13.2%
38	Nc1c(Br)cc(Br)c2c1-c1ccc([N+](=O)[O-])cc1C2
 : ., ?
39	Cn1c(SSc2ccc(-c3cccnc3)n2C)ccc1-c1cccnc1
 : ., -16.9%
40	CC(C)C[C@@H](CN)NC(=O)c1nc[nH]c1C(=O)N[C@@H](CC(=O)O)C(=O)CNC[C@H](C)NC(=O)c1nc[nH]c1C(=O)N[C@@H](CC(=O)O)C(=O)O
 : ., 11.1%

New compounds follow
Every second line gives: Giardia FBPA inh, HCV inhibitor
41	C[C@H]1CN([C@@H](C)CO)C(=O)c2cccc(NC(=O)c3cnccn3)c2O[C@@H]1CN(C)S(=O)(=O)c1ccc(F)cc1
 : ., 14.9%
42	COc1cc(/C=C2\CCC(C)C3=C(c4cc(OC)c(OC)c(OC)c4)C(C#N)=C(N)OC32)cc(OC)c1OC (centres undefined)
 : ., ?
43	CC(=O)Nc1c(Br)cc2c(c1Br)Cc1cc(Br)ccc1-2
 : ., ?
44	Cc1ccc([C@H]2C(C(=O)O)=CC[C@@H](c3ccc(C(C)C)cc3)N2S(=O)(=O)c2ccc(C)cc2)cc1
 : ., 51.9%[activator]
45	Cn1c(-c2ccc(F)cc2)cc2onc(-c3c(F)cccc3Cl)c2c1=O
 : ., -18.9%
46	Cc1ccc(OCC(=O)Nc2ccccc2F)cc1
 : ., 1.9%
47	CCCc1c(O)nc(SC2CC(=O)N(c3ccc(C)c(Cl)c3)C2=O)[nH]c1=O (centres undefined)
 : ., 7.2%
48	OCCCNc1nc(-c2ccccc2)c2cc(Cl)ccc2n1
 : ., -24.5%
49	CCOC(=O)C1=C(C)NC(C)=C(C(=O)OCC)C1C(=O)OCC(=O)NCc1ccccc1
 : ., ?
50	Cc1ccc(S(=O)(=O)Nc2ccc3cc([N+](=O)[O-])ccc3c2[N+](=O)[O-])cc1
 : ., -10.6%
51	O=C(COC(=O)c1cc(-c2ccccc2)nc2ccccc12)NC1CC1
 : ., -9.2%
52	COc1cccc(-c2sc3ccc(OC)cc3c2-c2ccc(OCCN3CCCC3)cc2)c1
 : ., ?
53	COc1ccccc1-c1nnc(-c2ccc(F)cc2)o1
 : ., 2.2%
54	COc1cc([N+](=O)[O-])c2nc(C(=O)O)ccc2c1
 : ., 21.2%
55	COC(=O)C1=C(C)N(CCCC(=O)O)C(=O)NC1c1ccccc1OS(=O)(=O)c1ccccc1[N+](=O)[O-] (centres undefined)
 : ., ?
56	CC1CCN=C(N)S1 (centres undefined)
 : 0.2%, 18.8%
57	CCOC(=O)CN1C(=O)N[C@@H](c2ccccc2)[C@H](C(C)=O)[C@H]1C
 : 5.8%[12.9 µM], 17.2%
58	O=C(O)c1cc([N+](=O)[O-])ccc1NCCCc1ccccc1
 : -4.8%&-9.1%&-22.4%, ?
59	Cc1c(C(=O)c2cccc3ccccc23)c2cccc3c2n1[C@H](CN1CCOCC1)CO3
 : -9.0%&0.9%, ?
60	C=CCN1CC[C@]23c4c5ccc(O)c4O[C@H]2/C(=N/NC(=O)c2ccccc2)CC[C@@]3(O)[C@H]1C5
 : -2.2%&-0.1%, -3.4%

(listing goes on)
Every second line gives: Giardia FBPA inh, HCV inhibitor
61	CCN1C(=O)N[C@H](c2ccccc2)C(C(C)=O)=C1C
 : 2.4%[12.9 µM], -5.8%
62	COC(=O)[C@H]1[C@H](CCc2ccccc2)NC(=O)N(Cc2ccccc2)[C@@H]1C
 : 4.1%[12.9 µM], ?
63	CN1[C@@H]2CCC[C@H]1CC(=O)C2
 : -4.6%[21.7 µM], -0.3%
64	O=C(O)CCCOc1ccc(Cl)cc1Cl
 : 9.1%, -13.3%
65	CC(=O)[C@@H]1[C@@H](C)N(Cc2ccccc2)C(=O)N[C@H]1c1ccccc1
 : 7.1%[12.9 µM], -19.9%
66	CCN1C(=O)N[C@@H](c2cccs2)C(C(=O)OC)=C1C
 : 0.8%[12.9 µM], 17.8%
67	C=CC1=C2C=C(C3CC3)N(C3CC3)C=C2C(=O)C(C)(OC(=O)c2ccco2)C1=O (centres undefined)
 : -26.7%[12.9 µM], 4.5%
68	COC(=O)CCCC1=CC2=CC(=O)C(C)(OC(=O)c3cccs3)C(=O)C2=CN1c1ccccc1 (centres undefined)
 : ?, 5.3%
69	CC1(OC(=O)c2ccco2)C(=O)C=C2C=C(C3CC3)OC=C2C1=O (centres undefined)
 : 0.1%, -7.9%
70	COC(=O)CCC(=O)OC1(C)C(=O)C2=CN(c3ccc(OC)cc3)C(c3ccc(OC)cc3)=CC2=C(Br)C1=O (centres undefined)
 : ?, -21.9%
71	COc1cc(CC(C)N)c(OC)cc1I (centres undefined)
 : -0.9%, -29.1%
72	C[N+](C)(C)CC#CCOC(=O)Nc1cccc(Cl)c1
 : 1.3%&-4.2%, -11.0%
73	COC(=O)C1=C(C(=O)OC)[C@@H]2N(C)c3ccc(OC)cc3[C@@]23C[C@@H](C(=O)OC)N(C(=O)c2cc(C)oc2C)C3=N1
 : -0.4%[12.9 µM], 3.2%
74	c1ccc(CCCN2CCN(CCOC(c3ccccc3)c3ccccc3)CC2)cc1
 : -0.7%&-9.7%, 7.94µM*
75	CC(=O)N1[C@H](C)C=C[C@]1(Cc1ccccc1)C(=O)NCCN1CCOCC1
 : 1.6%, 10.3%
76	CNCCc1c[nH]c2ccc(O)cc12
 : 1.99µM*, 3.16µM*
77	COc1c2ccoc2cc2oc(C)cc(=O)c12
 : -7.6%, 2.9%
78	NC1(C(=O)O)CC1
 : -2.2%&-26.8%&-13.3%, -2.0%
79	O=c1c(O)c(-c2ccccc2)oc2cc(O)cc(O)c12
 : 4.1%, -27.8%
80	CCOC(=O)CN1C(=O)N[C@@H](c2cccc(C(F)(F)F)c2)C(C(C)=O)=C1C
 : 5.2%[12.9 µM], 0.0%
81	COC(=O)CCC(=O)OC1(C)C(=O)C2=CN(CCc3ccccn3)C(c3ccc(OC)cc3)=CC2=C(Br)C1=O (centres undefined)
 : ?, -5.9%[8.37 µM]

Filtered by structure, the entries above containing a COOH group
Every second line gives: Giardia FBPA inh, HCV inhibitor
7	O=C(O)c1ccc(-n2ncc3c2/C(=C\c2cccc([N+](=O)[O-])c2)CC3)cc1
 : ., 20.0%
18	C#CCOCCOCCOCCNc1nc(N2CCOCC2)nc(N2CCN(C(=O)[C@H](CCCCN)n3cc(CCC(=O)O)nn3)CC2)n1
 : ., 20.7%
35	CC(C)[C@H](NC(=O)c1ccc(Cl)cc1Cl)C(=O)NNc1cccc(C(=O)O)c1
 : ., 10.1%
40	CC(C)C[C@@H](CN)NC(=O)c1nc[nH]c1C(=O)N[C@@H](CC(=O)O)C(=O)CNC[C@H](C)NC(=O)c1nc[nH]c1C(=O)N[C@@H](CC(=O)O)C(=O)O
 : ., 11.1%
44	Cc1ccc([C@H]2C(C(=O)O)=CC[C@@H](c3ccc(C(C)C)cc3)N2S(=O)(=O)c2ccc(C)cc2)cc1
 : ., 51.9%[activator]
54	COc1cc([N+](=O)[O-])c2nc(C(=O)O)ccc2c1
 : ., 21.2%
55	COC(=O)C1=C(C)N(CCCC(=O)O)C(=O)NC1c1ccccc1OS(=O)(=O)c1ccccc1[N+](=O)[O-] (centres undefined)
 : ., ?
58	O=C(O)c1cc([N+](=O)[O-])ccc1NCCCc1ccccc1
 : -4.8%&-9.1%&-22.4%, ?
64	O=C(O)CCCOc1ccc(Cl)cc1Cl
 : 9.1%, -13.3%
78	NC1(C(=O)O)CC1
 : -2.2%&-26.8%&-13.3%, -2.0%

The list is partial, so the mix of outcomes need not match the whole.
